ATG4B inh = ATG4B protease inhibitors, primary screen, biochemical, fluorescence, uHTS; hit rate 0.51% among 340,000; Cysteine protease ATG4B (Homo sapiens), Q9Y4P1; inhibition, % at 8.33 µM; ATG4B cleavage of LC3-PLA2, NBD-HPC fluorescence, 1 h; in the data active = inhibition above about 40%
mIAP inh = inhibitors of mouse IAP, primary screen, biochemical, luminescence, uHTS; intestinal alkaline phosphatase [Mus musculus]; purified mouse IAP, CDP-Star luminescence, 30 min; inhibition, % at 10 µM; hit rate 0.2% among 330,000; AID 2806, 2010;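 active = inhibition of at least 40% at 10 µM in the primary screen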;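 also: plate controls were DMSO with enzyme for no effect and no enzyme wells for full effect; values of inactives mirror those of a sister screen read the other way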
A3A deaminase = APOBEC3A ssDNA deaminase inhibitors, primary screen, selectivity assay for APOBEC3G inhibitor project, biochemical, FAM/TAMRA oligo cleavage fluorescence | recombinant A3A, FAM/TAMRA ssDNA deamination fluorescence | inhibition, % at 20 µM | hit rate 0.41% among 330,000 | AID 493011, 2011;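 active = at least 40% inhibition at 20 µM here, with at most 30% in a related deaminase screen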;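 also: plate controls were A3A with DMSO for no effect and wells lacking A3A enzyme for full effect; some results filed as inactive read as strong as hits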
Target sequence (P31941 whole entry, looked up): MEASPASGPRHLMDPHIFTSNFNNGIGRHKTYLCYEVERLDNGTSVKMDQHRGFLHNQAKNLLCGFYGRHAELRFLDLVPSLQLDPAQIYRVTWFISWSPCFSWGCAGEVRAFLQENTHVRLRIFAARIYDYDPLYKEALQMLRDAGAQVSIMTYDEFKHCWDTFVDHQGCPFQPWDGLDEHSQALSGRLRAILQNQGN
mIAP act = activators of mouse IAP, primary screen, biochemical, luminescence, uHTS. intestinal alkaline phosphatase [Mus musculus]. activation factor at 10 µM. muIAP, CDP-Star luminescence, 30 min; hits give high values; 1 = vehicle-only enzyme signal, 0 = enzyme-free wells. hit rate 0.24% among 330,000;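 active = activation factor of at least 2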; also: the source names both 10 and 20 µM as test concentration; values of inactives mirror those of a sister screen read the other way
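System: mouse IAP enzyme. Reagent: CDP-Star chemiluminescent phosphatase substrate. Benchmarks: DMSO wells, no-enzyme wells. Times: 30 min enzyme-substrate-compound incubation at room temperature. Detection: luminescence from enzymatic CDP-Star hydrolysis. Doses: test compounds delivered from DMSO solution.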
hIAP inh = human IAP inhibitors, primary screen, biochemical, luminescence, uHTS; Intestinal-type alkaline phosphatase (Homo sapiens), P09923; purified IAP, CDP-Star luminescence, 30 min; inhibition, % at 10 µM; hit rate 0.12% among 330,000;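 active = inhibition reaching a set limit with compound at 10 µM in the primary screen, cut at about 35% in these data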;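 also: plate controls were DMSO wells with enzyme for no effect and no-enzyme buffer wells for full effect; values of inactives mirror those of a sister screen read the other way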
Target sequence (P09923 whole entry, looked up): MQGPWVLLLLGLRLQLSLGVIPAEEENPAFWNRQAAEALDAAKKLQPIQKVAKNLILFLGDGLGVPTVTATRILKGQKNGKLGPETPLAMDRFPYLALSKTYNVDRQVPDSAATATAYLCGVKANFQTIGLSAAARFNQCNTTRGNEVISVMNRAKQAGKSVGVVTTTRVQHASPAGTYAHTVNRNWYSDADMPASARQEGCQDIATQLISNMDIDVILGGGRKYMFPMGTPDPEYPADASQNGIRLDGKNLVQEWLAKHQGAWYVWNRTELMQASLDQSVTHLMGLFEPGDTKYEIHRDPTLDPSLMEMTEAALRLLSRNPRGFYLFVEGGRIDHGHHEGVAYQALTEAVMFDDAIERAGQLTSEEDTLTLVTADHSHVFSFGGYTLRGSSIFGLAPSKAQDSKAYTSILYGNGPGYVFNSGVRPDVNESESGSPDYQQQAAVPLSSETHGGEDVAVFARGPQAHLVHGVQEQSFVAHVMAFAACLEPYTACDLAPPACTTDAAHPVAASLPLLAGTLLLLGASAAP
MPTP block = mitochondrial permeability transition pore inhibitors, primary screen, biochemical, isolated mouse mitochondria, absorbance. Ca2+ swelling absorbance, 30 min. inhibition, % at 10 µM. hit rate 1.4% among 360,000;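 active = inhibition of 50% or more, scaled per plate between neutral and stimulator controls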;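 also: 0% = DMSO wells given calcium and 100% = 1 mM EGTA wells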
hIAP activ = human IAP activators, primary screen, biochemical, luminescence, uHTS; purified human IAP, CDP-Star luminescence, 30 min; hits give high values; 1 = vehicle-only enzyme, 0 = enzyme-free background; hit rate 0.16% among 330,000; activation factor at 10 µM; Intestinal-type alkaline phosphatase (Homo sapiens), P09923;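 active = activation factor of the enzyme at least 2-fold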; also: the source names both 10 and 20 µM as test concentration; values of inactives mirror those of a sister screen read the other way
beta cell repl = inducers of MIN6 beta-cell proliferation, primary screen, ATP luminescence, uHTS | MIN6 cells proliferation, ATPlite luminescence, 48 h; cells starved in 0.2% serum; 100% = growth in 10% serum | proliferation, % at 10 µM | hit rate 0.29% among 330,000;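 active = compounds whose signal lies at least 3.5 SD above the mean of all wells on their plate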;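 also: 0% = DMSO-treated cells in low-serum medium and 100% = 10% serum control; some compounds called inactive have numbers as strong as hits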
A3G deaminase = APOBEC3G DNA deaminase inhibitors, primary screen, biochemical, fluorescence, single-stranded DNA substrate, uHTS; DNA dC->dU-editing enzyme APOBEC-3G (Homo sapiens), Q9HC16; recombinant A3G, ssDNA deamination FAM/TAMRA fluorescence; inhibition, % at 20 µM; hit rate 0.28% among 330,000;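 active = inhibition of at least 40% at 20 µM, with no more than 30% in the related APOBEC3A deaminase screen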;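 also: plate controls were DMSO wells with A3G for no effect and wells lacking A3G enzyme for full effect; some compounds called inactive have numbers as strong as hits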
* marks the source's active call; other numbers are inactive results; nt = no result given.

SMILES	ATG4B inh	mIAP inh	A3A deaminase	mIAP act	hIAP inh	MPTP block	hIAP activ	beta cell repl	A3G deaminase
COCCNC(=O)CCCn1c(=O)c2ccccc2n(Cc2ccccc2C#N)c1=O	0	7	-6	0.93	-9	-0.5	1.1	-1	-9
COc1cc(S(=O)(=O)N2CCOCC2)ccc1NC(=O)COC(=O)C12CC3CC(CC(C3)C1)C2	-14	9	1	0.91	2	1.2	0.98	-6	-6
CC(C(=O)Nc1ccccc1-c1ccccc1)N1CCN(C(=O)c2ccccc2)CC1 (centres undefined)	28	-8	-5	1.1	-12	3.9	1.1	0	-3
Cc1nc2sc(C(c3ccc(F)cc3)N3CCOCC3)c(O)n2n1 (centres undefined)	-6	7	-2	0.93	3	0.6	0.97	-3	-6
COc1ccccc1-c1ccc(/C=N/O)o1	-6	-15	5	1.1	-8	2.5	1.1	0	10
COCCOC(=O)C1=C(C)NC(=O)NC1c1cccc2ccccc12 (centres undefined)	5	1	-7	0.99	-16	0.7	1.2	-3	-10
CC(C)(CNC(=O)CO/N=C1/C=C2CCC3C(C(O)C[C@@]4(C)C3CC[C@]4(O)C(=O)CO)[C@@]2(C)CC1)C(O)C(=O)O (some centres undefined)	-10	4	-4	0.96	-1	-0.8	1	-2	-11
COc1ccc(/C=C/C(=O)O)cc1S(=O)(=O)NC1CCS(=O)(=O)C1 (centres undefined)	-4	-16	14	1.2	6	0.9	0.94	-2	0
O=C(NCC(c1cccs1)N1CCOCC1)c1ccc(Br)o1 (centres undefined)	3	-2	0	1	-7	2.9	1.1	1	-6
COc1cccc(C(=O)NCC(=O)NNc2ncnc(N)c2[N+](=O)[O-])c1	-1	17	0	0.83	-171	0.5	2.7*	2	-6
CCOC(=O)c1cnc(SC)nc1Sc1ccccc1Cl	2	5	-3	0.95	6	3.0	0.94	-3	-7
CC(C)NC(=O)c1ccccc1NC(=O)CS(=O)(=O)Cc1ccccc1	-2	-21	-5	1.2	3	-2.4	0.97	-1	-3
CCCCCn1c(CNC(=O)CC)nc2ccccc21	-9	-8	-1	1.1	2	-1.6	0.98	1	-7
O=C1/C(=C/c2ccc(F)cc2)SC(=S)N1CCCC(=O)N1CCCCC1CCO (centres undefined)	4	5	0	0.95	-31	1.7	1.3	-1	-1
Cc1ccc(C(=O)OCC(=O)Nc2ccccc2)cc1S(=O)(=O)N1CCCCC1	-6	-2	9	1	-7	1.5	1.1	1	-4
O=C(COC(=O)CNS(=O)(=O)c1ccc(Br)cc1Cl)NC1CC1	3	0	-4	1	1	-1.6	0.99	-6	1
O=C(NCCc1nnc2ccc(N3CCCCCC3)nn12)c1ccccc1	8	1	-3	0.99	-15	-0.7	1.2	7	-5
CCN(CC)/C(Sc1ccccc1)=C(/C(Cl)=C(Cl)Cl)[N+](=O)[O-]	-2	3	-1	0.97	-6	0.0	1.1	-5	2
CCCCOC(=O)c1ccc(OC(=O)c2cccnc2)cc1	-7	-12	3	1.1	2	0.7	0.98	0	2
Clc1cccc(NCc2nnc(SCc3ccccc3)o2)c1	-3	-5	1	1.1	-1	1.2	1	-2	-2
O=C(CNS(=O)(=O)c1cccs1)NCCc1ccc(Cl)cc1	8	0	1	1	-4	-0.5	1	0	-2
O=C(CCCc1ccccc1)NCc1ccc(Cl)cc1	4	-10	3	1.1	26	0.5	0.73	-2	0
COCC1CCN(C(=O)c2cc(COc3ccc(-n4cncn4)cc3)on2)CC1	5	5	-5	0.95	-19	2.3	1.2	-4	-8
Cc1cccc([C@@H]2[C@@H]3C(=O)N(Cc4ccccc4)C(=O)[C@@H]3[C@]3(Cc4ccccc4)C(=O)N(c4ccc(C(F)(F)F)cc4)C(=O)N23)c1	-4	-1	0	1	5	0.5	0.95	-7	-8
Clc1ccc(OCCCn2ccnc2)c(Br)c1	-2	2	-1	0.98	-3	0.4	1	-2	-5
O=C1c2ccccc2C(=O)N1c1cc([N+](=O)[O-])ccn1	7	1	-4	0.99	-12	-0.1	1.1	-2	-5
FC(F)(F)c1ccccc1NC(=S)Nc1cccc(Cl)c1	21	5	-4	0.95	13	97*	0.87	-2	-11
O=[N+]([O-])c1ccc(CNC2CCCc3ccccc32)cc1 (centres undefined)	3	1	0	0.99	-5	0.8	1	-1	-5
S=C1NCCOCCNC(=S)NCCOCCOCCN1	-6	9	0	0.91	8	0.3	0.92	-1	-7
COc1cc2c(cc1OC)CN(C(=O)COc1ccc(C)c(C)c1)CC2	-20	2	2	0.97	-2	0.5	1	4	5
CCC(C)N1CCN(S(=O)(=O)Cc2ccccc2)CC1 (centres undefined)	-4	1	-1	0.99	-4	0.6	1	0	2
O=C(COC(=O)c1ccccc1F)NC(=O)NC1CCCC1	4	3	1	0.97	3	-1.3	0.97	3	2
CCOC(=O)C1CCN(c2c(Nc3cc(C)cc(C)c3)c(=O)c2=O)CC1	-3	4	1	0.96	-5	5.1	1.1	-2	0
CCOC(=O)c1c(-c2ccccc2)nnn1-c1nc(OC)nc(N2CCOCC2)n1	1	8	5	0.92	-30	-0.6	1.3	1	-1
CCN(CC)S(=O)(=O)c1ccc(NC(=O)c2nc3nc(C)cc(C)n3n2)cc1	nt	-6	2	1.1	-4	nt	1	-1	-2
CCOc1cc(/C=N/NC(=O)c2nnn(-c3nonc3N)c2C)ccc1OCc1ccc(F)cc1	1	0	-5	1	12	0.5	0.88	0	-8
CCN1CCN(c2ccc(S(=O)(=O)N3CCOCC3)cc2NC(=O)c2cccc([N+](=O)[O-])c2)CC1	-2	-9	1	1.1	-4	-0.9	1	-6	3
Cc1ccc(C)c(Nc2c(F)c(F)c(F)c(F)c2C(=O)O)c1	5	5	-2	0.95	7	0.2	0.93	0	-6
COCc1[nH][nH]c(=O)c1C=Nc1ccccc1	2	-8	-2	1.1	-1	-0.9	1	1	-1
O=C(NC1=NCCS1)c1csc2ccccc12	-1	3	5	0.97	3	-1.0	0.97	-4	-2
COC(=O)c1cccc(NC(=O)c2ccc3c(c2)C(=O)N(Cc2cccnc2)C3=O)c1C	3	3	0	0.97	-10	-0.9	1.1	-5	-4
COc1ccccc1NC(=O)c1c[nH]c2ccccc12	-8	-3	15	1	-5	0.2	1.1	-2	-8
CC(=O)Oc1oc(-c2ccccc2)nc1/C=N/c1ccccn1	-13	10	1	0.9	-10	1.3	1.1	-2	-3
Fc1cccc(Cl)c1/C=N/Nc1ccccn1	-2	-9	-1	1.1	13	0.6	0.87	-1	-10
CCCc1c(C(=O)N/N=C/c2ccc(C)s2)nnn1-c1nonc1N	2	-2	2	1	-22	0.0	1.2	1	0
Cc1nc2sc(C(c3cccs3)N3CCN(Cc4ccccc4)CC3)c(O)n2n1 (centres undefined)	-8	-10	1	1.1	-19	-0.8	1.2	-3	1
CCCCOc1ccc(N=Cc2ccc[nH]2)cc1	4	-7	-3	1.1	16	0.0	0.84	0	-5
Cc1ccc2cc(CN(c3ccccc3)S(=O)(=O)c3ccccc3)c(=O)[nH]c2c1	4	3	4	0.97	18	2.1	0.82	-2	3
O=c1[nH]c(CSc2nnc(-c3ccccc3)n2-c2ccccc2)nc2ccccc12	2	6	-1	0.94	9	0.2	0.91	8	-5
COc1ccc(Cc2n[nH]c(=S)o2)cc1	1	5	-1	0.95	-4	-1.5	1	0	-9
Cc1ccccc1-c1cc(C(=O)NCC2CC2)n(CC2CC(c3cccnc3)=NO2)n1 (centres undefined)	-5	-17	-3	1.2	0	0.2	0.99	-3	-9
N/C(=N\O)C1COc2ccccc2O1 (centres undefined)	5	-1	1	1	8	0.2	0.92	6	-5
CCCCC(=O)NC(c1ccco1)c1cc(Cl)c2cccnc2c1O (centres undefined)	12	6	4	0.94	-15	4.2	1.1	-6	1
Cc1c(C2Nc3ccccc3C(=O)N2O)cnn1C (centres undefined)	-2	4	-1	0.95	-1	2.1	1	0	-1
Nc1ncnc2nc(SCCC(=O)O)[nH]c12	1	5	3	0.95	-9	-0.4	1.1	-3	-8
O=C(O)CCNC(=O)c1ccc(NC(=O)C(c2ccccc2)c2ccccc2)cc1	0	6	0	0.94	1	-0.5	0.99	-3	-5
O=C(COc1ccccc1Cl)Nn1cnnc1	1	1	-7	0.99	-18	-2.9	1.2	-2	-2
COc1ccc(S(=O)(=O)N2CCC(C(=O)NCC3CCCCC3)CC2)cc1	3	2	4	0.98	-7	-1.6	1.1	-1	-5
CCCCNC(=O)CN(C1CCCCC1)S(C)(=O)=O	-11	0	-5	1	-6	0.3	1.1	-1	-6
O=S(=O)(O)c1cc2oc(-c3ccccc3)nc2c2ccccc12	-3	-11	-3	1.1	0	0.6	0.99	-3	-6

Three entries drawn at random from the list so far:
SMILES	ATG4B inh	mIAP inh	A3A deaminase	mIAP act	hIAP inh	MPTP block	hIAP activ	beta cell repl	A3G deaminase
O=S(=O)(O)c1cc2oc(-c3ccccc3)nc2c2ccccc12	-3	-11	-3	1.1	0	0.6	0.99	-3	-6
CCCCC(=O)NC(c1ccco1)c1cc(Cl)c2cccnc2c1O (centres undefined)	12	6	4	0.94	-15	4.2	1.1	-6	1
CCCCOc1ccc(N=Cc2ccc[nH]2)cc1	4	-7	-3	1.1	16	0.0	0.84	0	-5

The results go on.
SMILES	ATG4B inh	mIAP inh	A3A deaminase	mIAP act	hIAP inh	MPTP block	hIAP activ	beta cell repl	A3G deaminase
Cc1cccc(C2N=C(N)Nc3nc4ccccc4n32)c1 (centres undefined)	-9	-4	-2	1	-20	0.2	1.2	5	-1
O=C(CSc1nnc(NC(=O)Cc2ccccc2)s1)NCC1CCCO1 (centres undefined)	3	8	-2	0.93	-13	-3.7	1.1	3	-6
Cc1cc(NC(=O)c2cc(C3CC3)on2)n(-c2ccccc2)n1	-8	-9	-1	1.1	10	-0.6	0.9	4	-7
COc1cccc(CNC(=O)Cn2nc(C)c3c(C)n(-c4ccc(C)cc4)nc3c2=O)c1OC	-4	4	-3	0.96	18	1.7	0.82	-1	-6
CN(C(=O)c1cccs1)c1ccccc1C(=O)O	-1	2	-3	0.98	2	1.1	0.97	5	-3
O=C(Nc1ccc(-c2nc3ccccc3o2)cc1)c1cc(-n2cnnc2)ccc1Cl	-23	7	-2	0.93	3	9.0	0.97	-3	-2
Cc1cc(C)nc(SCC(=O)NNS(=O)(=O)c2ccc(C#N)cc2)n1	-16	11	10	0.89	-7	-2.2	1.1	-3	1
O=c1cccccc1NN=C1CCCCC1	12	30	17	0.7	18	2.8	0.82	-2	8
COc1ccc(C2/C(=C(/O)c3ccc(C)cc3)C(=O)C(=O)N2C)cc1 (centres undefined)	-7	3	-4	0.97	1	-1.3	0.99	4	-6
CCOC(=O)C1=NN(c2ccc(OC)cc2)C2C(=O)N(c3ccccc3OC)C(=O)C12 (centres undefined)	-6	-9	0	1.1	1	0.9	0.99	-3	-1

Compound activity: PubChem, Sanford-Burnham Center for Chemical Genomics
